Source: PubChem BioAssay
Nrf2 activator: activators of Nrf2 (ARE) signaling; AREc32 ARE-luciferase reporter (MCF7-derived line), luminescence, 24 h; Potency, µM (top dose mostly 46.1 µM), inactives show top-dose activation, usual class: activators; hit rate 0.31% among 410,000; AID 624171; also: potency is read from the fitted curve at half-maximal effect; % of control where 0% means no effect; nearly all actives have a fitted effect of over 65% in size
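AREc32 cells carrying an ARE-driven firefly luciferase reporter were seeded at 1000 cells/well in OPTI-MEM with 5% FBS, then exposed to compound for 24 hr at 37 deg C. Luminescence was read with Steady-Glo after 30 min at RT.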
TGFb SMAD3 inh: blocks TGF-b signaling; hit rate 1.2% among 410,000; Potency, µM (doses to about 46.1 µM), for inactives: at the highest dose activity, negative = inhibition, hits mostly inhibitors; HepG2 CAGA-GFP TGF-b/SMAD3 reporter, GFP fluorescence, 18 h; TGF-beta stimulated, 500 pg/mL final; also: potency is read from the fitted curve at half-maximal effect; % is scaled to controls: 0 for no effect and ±100 for the full control effect; nearly all actives have a fitted effect of over 65% in size
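Smad-responsive CAGA-GFP expression was quantified in HEPG2 cells exposed to compounds and 500 pg/mL final TGF-beta for 18 h at 37 degrees C; unstimulated wells defined full inhibition.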
A549 viability: kills or reduces viability of A549 cells in Nrf2 counter-screen | A549 ARE-Fluc cells, CellTiter-Fluor viability, 18-24 h | Potency, µM (doses to about 46 µM), for inactives: at the top dose activity change, negative = cytotoxicity, most hits filed as inhibitors | hit rate 0.16% among 390,000; also: potency is read from the fitted curve at half-maximal effect; % is scaled to controls: 0 for no effect and ±100 for the full control effect
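Cytotoxicity counterscreen: CellTiter-Fluor fluorescence was measured in A549 ARE_Fluc cells after 18-24 h of compound exposure in a concentration series. The subsequent BugLite luminescent read reports ARE-luciferase activity.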
CCT chaperon mod: modulators of cytosolic chaperonin (CCT/TRiC) activity; purified chaperonin ATPase assay, HTRF ADP detection, 30 min; activity change, % (no concentration beside the values), hits read low; hit rate 0.3% among 360,000; AID 651819; in the data active = activity change below about -30%; also: % is scaled to controls: 0 for no effect and ±100 for the full control effect
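First, chaperonin was dispensed at 40 nM or 20 nM final depending on batch activity. Next, compounds were pinned at 76 uM and ATP added at 10 uM. After 30 min at 37 °C, ADP detection reagents ran 30 min at ambient temperature.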
pAkt inh: inhibitors of Akt phosphorylation | hit rate 0.32% among 360,000 | Neuro2A IGF-stimulated pAkt S473 HTRF, 20 min; stronger effect = lower value | activity change, % for hits at 50 µM; in the data active = activity change below about -80%; inconclusive = mostly about -51% to -80%; also: % is scaled to controls: 0 for no effect and ±100 for the full control effect
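Single-point screen (50 µM final compound) in Neuro2A cells stimulated 20 min with 6 nM IGF at 37 deg C. After lysis, Ser473-phosphorylated Akt read by HTRF (ex 330 nm, em 615/665 nm) as the 665/615 ratio.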
S2 tox: reduces viability in counter-screen for ATXN expression inhibitors; S2 cells (HEK-293 line with an ATXN2-luciferase reporter) viability, CellTiter-Fluor protease fluorescence, 24 h; Potency, µM (titrated, usually from 56.7 µM), most hits filed as cytotoxic; hit rate 0.49% among 400,000; AID 651635; also: potency is read from the fitted curve at half-maximal effect; nearly all actives have a fitted effect of over 40% in size
HepG2 tox: HepG2 cytotoxicity, counter-screen for TGF-b inhibitors | HepG2 CAGA-GFP viability, ATP luminescence, 18 h | Potency, µM (top dose mostly 46.1 µM), for inactives: at the highest dose activity change, negative = cytotoxicity, actives largely listed as cytotoxic | hit rate 0.76% among 410,000; also: potency is read from the fitted curve at half-maximal effect; some results filed as inactive show a strong effect at the top dose
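CellTiter-Glo luminescence gave cytotoxicity after 18 hours at 37 degrees C. The cells were HepG2 CAGA-GFP in 1% FBS DMEM, stimulated with 500 pg/mL TGF-beta after compound addition. %Activity was normalised to no-cell wells (complete cell-killing) and DMSO (no toxicity), and curves were fitted and classified.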
MmCpn inh: blocks the Methanococcus maripaludis chaperonin Mm-Cpn; purified Mm-Cpn ATPase, ADP Transcreener TR-FRET; Potency, µM (top dose mostly 76.9 µM), without a hit: at the top dose activity, negative = inhibition, hits mostly inhibitors; hit rate 0.031% among 330,000; also: potency is read from the fitted curve at half-maximal effect; % is scaled to controls: 0 for no effect and ±100 for the full control effect; nearly all actives have a fitted effect of over 80% in size
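Purified archaeal Mm-CPN (25nM final) preincubated 10 min at 37degC with compound, then 10uM ATP for 30 min at 37degC; ADP measured by HTRF Transcreener TR-FRET; buffer 30 mM TRIS pH 7.4, 100mM KCl, 5mM MgCl2, 1mM DTT.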
Nrf2 inh: inhibitors of Nrf2 signaling; hit rate 2.1% among 360,000; A549 ARE-Fluc reporter, luciferase luminescence, 18-24 h; AID 504444; Potency, µM (series often up to 46 µM), for the others: top-dose activity change, negative = inhibition, usual class: inhibitors; also: potency is read from the fitted curve at half-maximal effect; % is scaled to controls: 0 for no effect and ±100 for the full control effect; nearly all actives have a fitted effect of over 60% in size
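In this cell-based qHTS, ARE-driven firefly luciferase in A549 cells reports Nrf2 activity; the luminescent signal after BugLite lysis is the measured value, with a prior CellTiter-Fluor read for cell health.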
Numbers without * were called inactive; i = inactive; ? = inconclusive; . = not tested or not shown; [ ] = remark or other dose. Unless noted, calls follow the shape of the dose curve; as a rule, active = well fitted curve in the direction sought with a large enough effect; inconclusive = small, poorly fitted or top-dose-only effect, or another doubt; inactive = no such curve, though single readings can be large; an effect the other way counts as inactive or inconclusive.

canonical_smiles,Nrf2 inh,HepG2 tox,TGFb SMAD3 inh,Nrf2 activator,A549 viability,S2 tox,MmCpn inh,pAkt inh,CCT chaperon mod
Cc1cc(C)cc(Oc2coc3c(CN4CCN(C)CC4)c(O)ccc3c2=O)c1,1%,-10%,4%,0.5%,-5%,i,.,.,.
CC(=O)NCCn1c(SCC(=O)c2ccccc2)nc2ccccc2c1=O,-8%,-25%,-15%,2.2%,0%,i,0%,i,-2.5
CCN(CC)C(=O)c1sc2c(c1C)c(=O)n(-c1ccc(Cl)c(Cl)c1)c(=O)n2Cc1ccccc1C#N,.,-6%,-3%,-0.9%,2%,i,.,.,.
O=C(Oc1cccc2ccccc12)c1ccccc1,5%,-5%,1%,3.4%,-4%,i,.,i,2.0
CSc1ccccc1NC(=O)CN(C)CC(=O)Nc1ccccc1N1CCOCC1,-4%,-21%,-17%,-0.7%,-7%,i,3%,i,0.1
O=[N+]([O-])c1ccc(N/N=C/c2cccc(O)c2O)cc1,?,-38%,-16%,3.2%,?,?,3%,i,0.6
CCCNC(=O)c1ccccc1C(=O)NCCC,.,0%,-1%,0.2%,5%,i,2%,i,-2.3
CCOc1ccccc1NC(=O)N1c2ccccc2Sc2ccccc21,-30%,-32%,-17%,-0.5%,-5%,i,.,.,.
CCOC(=O)c1ccc(NC(=O)CCC(=O)N2Cc3ccccc3Oc3ncccc32)cc1,16%,-26%,4%,7.8%,10%,?,.,.,.
NC(=O)NC(=O)COC(=O)c1ccc2noc(-c3ccccc3)c2c1,?,2%,18%,4.6%,0%,?,0%,i,2.1
O=C(Nc1ccc2nsnc2c1)c1ccc2c(c1)OCO2,?,-7%,-2%,-0.1%,-21%,i,-3%,i,0.9
CCc1ccc(NC(=O)C2CCCN(S(C)(=O)=O)C2)cc1 (centres undefined),7%,-5%,2%,0.4%,3%,i,2%,i,-2.4
Cc1c(C(=O)Nc2ccccc2C(=O)N2CCCC2)cccc1[N+](=O)[O-],2%,6%,-2%,0.3%,20%,i,2%,i,1.3
Cc1ccccc1-c1nnn(CC(=O)N2CCN(S(=O)(=O)c3ccc(Cl)cc3)CC2)n1,.,1%,?,0.4%,-8%,i,2%,i,0.2
Cc1ccc(CC(=O)NCCN2CCOCC2)cc1,-1%,0%,-1%,-0.8%,3%,i,2%,i,0.1
O=C(c1sc2ccccc2c1Cl)N1CCN(c2ncccn2)CC1,-18%,-30%,?,0.1%,7%,i,-5%,i,-0.6
Cc1cc(C)c2c(n1)nn1c(NCCOCCO)cc(C)nc21,8%,-8%,-2%,-0.9%,-3%,i,-14%,i,-1.3
CCC(=O)Nc1ccc(Cl)c(NC(=O)c2ccccc2OC)c1,-11%,9%,14%,-0.6%,-6%,i,-4%,i,-1.6
COCCNCCCCSc1ccc(Cl)cc1,-7%,-28%,1%,-0.1%,-12%,i,6%,i,-8.9
Cc1cccc(NC(=O)NCCN2CCN(c3ccccc3)CC2)c1C,-6%,-49%,7%,0.1%,2%,i,-3%,i,-0.3
Cc1ccc2[nH]c3c(c2c1)SC(C)(C)CC3=O,-9%,-7%,-5%,0.1%,-1%,.,-4%,i,-0.1
CCCCCCCCN1C(=O)[C@H](CC(=O)NCCCOC)C[C@@]2(C(=O)OCC)CCCC=C12,.,.,.,4.9%,.,?,.,i,-3.3
Cc1nnc2n1N=CC=C(C(C)(C)C)S2,-3%,-2%,5%,8.9%,-6%,i,-1%,i,1.0
CCCCC(=O)NCCc1cc2ccc(OC)cc2[nH]c1=O,-4%,-85%,4%,-0.2%,-9%,?,2%,i,-2.1
COc1ccc(NC(=O)CN2CCc3ccccc3C2)c(OC)c1,-2%,-6%,8%,-0.6%[9.22 µM],-2%,i,-1%,i,1.8
O=C(NNC(=O)c1cccc(S(=O)(=O)Nc2ccccc2F)c1)c1ccncc1,.,9%,6%,-1.4%,.,i,.,i,1.9
COc1cc(N2C(=O)c3ccccc3C2=O)c(Cl)cc1C(=O)OCC(=O)NCc1ccco1,.,-19%,-26%,3.4%,-6%,i,0%,i,-6.3
CCOc1ccc(NC(=O)C2CCN(S(=O)(=O)CC)CC2)cc1,10%,-20%,-21%,-1.2%,4%,i,1%,i,-3.9
COc1ccc(C(C(=O)NC(C)(C)C)N(C(=O)Cn2nnc3ccccc32)c2ccc(C(C)=O)cc2)cc1O (centres undefined),3%,25%,10%,2.5%,-4%,i,-2%,i,-2.5
CC(C)c1ccc(C(=O)N2CCCC(c3cc(C(=O)NCc4ccccc4)no3)C2)cc1 (centres undefined),.,-34%,-10%,0.8%,.,i,.,i,-1.5
C[C@H](CO)N1C[C@H](C)[C@@H](CN(C)C(=O)Oc2ccccc2)OCc2cn(nn2)CCCC1=O,.,-5%,38%[activator],0.3%,.,i,.,i,0.8
COc1cc(-c2nnc(NC(=O)c3ccco3)o2)cc(OC)c1OC,-16%,-11%,4%,9.3%,2%,i,1%,i,-12
O=c1c2oc3ccccc3c2ncn1Cc1ccccc1Cl,27%,0%,-16%,0.3%,22%,i,.,i,-3.7
Cc1ccc(S(=O)(=O)Nc2ccc(C(=O)OCC(=O)N(CCC#N)c3ccccc3)cc2)cc1C,3%,2%,-28%,0.4%,1%,i,1%,i,-1.4
Cc1ccc(S(=O)(=O)NC(=O)Nc2ccc(Cl)cn2)cc1,-13%,-19%,5%,0.3%,-2%,i,-2%,i,-2.1
Oc1ccc(-c2nccc(-c3ccc(F)cc3)n2)cc1,?,-65%,0%,18%,0%,i,0%,i,-1.8
O=C(CSc1nc(=O)n(Cc2ccco2)c2c1CCC2)Nc1ccccc1C(F)(F)F,.,-31%,?,4.3%,12%,i,.,.,.
Nc1nnnn1/N=C/c1ccccc1C(F)(F)F,-18%,5%,0%,0.4%,-3%,i,-2%,i,1.4
COc1ccc(/C=C2\Oc3cc(OCC(=O)N4CCC[C@H]4C(=O)O)ccc3C2=O)cc1OC,1%,3%,1%,0.2%,?,i,-8%,i,1.7
Cc1ccccc1N1CCN(C(=S)c2ccccc2)CC1,7%,-5%,0%,-0.2%,10%,i,-8%,i,-3.7
Clc1ccc(-n2cnc3c(Cl)ncnc32)cc1Cl,-5%,2%,5%,7.4%,1%,i,.,i,0.6
O=C(NCCCc1ccncc1)C1CCC(=O)N(CCc2cccc(F)c2)C1 (centres undefined),3%,2%,0%,-0.9%,-2%,i,2%,i,-4.7
COc1cc(CN(C(=O)COc2ccc(Cl)c(C)c2)c2ccccn2)cc(OC)c1OC,-14%,-38%,-43%,4.2%,-8%,i,.,.,.
COCCNC(=O)c1sc2ncn(CC(=O)Nc3ccc(C)c(Cl)c3)c(=O)c2c1C,?,-8%,-7%,2.4%,2%,i,1%,i,3.3
Cc1ccc(S(=O)(=O)NC2CCCC2)cc1C,-9%,11%,1%,-0.4%,0%,i,0%,i,-3.3
CCN1CCSc2ccc(C(=O)NCc3ccc(F)cc3)cc21,7%,-33%,4%,6.4%,9%,i,.,.,.
CC(C)(C)NC(=O)c1cc(-c2ccc3c(c2)OCO3)nc2ccccc12,?,0%,14%,6.7%,0%,?,-3%,i,-0.8
CCOc1ccccc1NC(=O)COn1nnc2ccccc21,.,10%,7%,11%,11%,i,0%,i,-6.3
Cc1ccc(N2C(=O)N(CC(=O)NCc3ccccc3Cl)C(=O)C2C)cc1 (centres undefined),?,-8%,-7%,3.8%,1%,i,3%,i,-0.4
CCN(CC)CCOC(=O)c1ccc(NC(=O)c2cn(-c3ccccc3)nc2-c2cccs2)cc1,?,-82%,?,20%,?,i,-6%,i,-2.4
Cc1nn(-c2ccc(N3CCCCC3)nn2)c(C)c1CCC(=O)NCc1ccccc1,24%,2%,?,-0.8%,-1%,.,.,.,.
C[C@H](NC(=O)c1nc[nH]c1C(=O)N[C@@H](C)C(=O)OC(C)(C)C)C(=O)OC(C)(C)C,0%,-41%,-24%,2.8%,10%,i,?,i,-3.7
Nc1cc(=O)[nH]c(SCc2ccccc2)n1,.,-21%,-2%,-0.9%,.,i,.,i,1.1
C[C@H]1CN([C@@H](C)CO)C(=O)CCCn2nncc2CO[C@H]1CN(C)S(=O)(=O)c1cccc(C#N)c1,.,-1%,8%,-0.7%,.,i,.,i,-0.8
C[C@H](CO)N1C[C@H](C)[C@@H](CN(C)C(=O)NC2CCCCC2)Oc2ccc(NC(=O)Nc3ccc(C(F)(F)F)cc3)cc2C1=O,?,-2%,?,0.2%,?,?,0%,i,-1.4
COCCOC(=O)c1[nH]c2c(c1C)C(=O)CC(c1cc(OC)c(OC)c(OC)c1)C2 (centres undefined),?,-13%,-8%,2.8%,-3%,i,2%,i,-1.1
CCn1c(=O)c(C(=O)NC(C)c2ccccc2)c(O)c2ccccc21 (centres undefined),-12%,2%,11%,0.4%,9%,i,1%,i,0.3

An unsorted share of the library. Share with any hit: about 4.4%.
